Assay outcomes (PubChem BioAssay)
TRPV1 agonist – agonists of human vanilloid receptor 1 (TRPV1) | TRPV1-expressing cells, Fluo-8 calcium influx, agonist mode | activation, % at 8.33 µM | hit rate 0.19% among 320,000; in the data active = activation above about 80%; inconclusive = between about 30% and that limit; also: 0% is about no effect
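Cells expressing TRPV1 were dye-loaded with Fluo-8 and read kinetically: 10 s baseline, 3 min after compound (agonist portion), then 2 min after EC20 capsaicin (allosteric enhancer portion). Calcium-bound dye fluorescence at 480/520 nm.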
Coupling enz – coupling enzyme interference in Giardia aldolase counter-screen | hit rate 0.67% among 290,000 | activity change, negative = inhibition, % at 58.2 µM, hits read low | coupling enzyme system counterscreen, AmpLite Red fluorescence; in the data active = activity change below about -30%; also: % is scaled to controls: 0 for no effect and ±100 for the full control effect
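Final compound at 57.5 uM, incubated 10 min at RT with coupling enzyme reagent (glyceraldehyde-3-phosphate), then 20 min with substrate and AmpLite Red detection. Fluorescence read at 525/598 nm; tests interference with the coupling assay, not aldolase inhibition.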
Integrin act MD – integrin-mediated muscular dystrophy alleviation activation; alpha7betagal myoblasts, beta-gal FDG fluorescence, 48 h; Potency, µM (titrated, usually from 38.3 µM), for the others: at the top dose activation, usual class: activators; hit rate 0.064% among 350,000;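 also: potency is read from the fitted curve at half-maximal effect; 100% = response of the positive control SU9516; nearly all actives have a fitted effect of over 60% in size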
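Alpha7betagal+/- myoblasts (passage 13) were plated 16-24 hr, then exposed to compounds (1:260 dilution of DMSO stock) for 48 hours at 37C. After MPER lysis, β-galactosidase reporter activity was read as FDG fluorescence (ex 480/em 540) after 30 minutes.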
GALK inh – blocks human galactokinase activity. Purified GALK, Kinase-Glo residual ATP luminescence. Potency, µM (highest dose often 57.5 µM), without a hit: at the top dose activity change, negative = inhibition, most hits filed as inhibitors. hit rate 0.007% among 270,000. AID 1868; also: potency is read from the fitted curve at half-maximal effect; % is scaled to controls: 0 for no effect and ±100 for the full control effect
Target sequence (P51570 whole entry, looked up): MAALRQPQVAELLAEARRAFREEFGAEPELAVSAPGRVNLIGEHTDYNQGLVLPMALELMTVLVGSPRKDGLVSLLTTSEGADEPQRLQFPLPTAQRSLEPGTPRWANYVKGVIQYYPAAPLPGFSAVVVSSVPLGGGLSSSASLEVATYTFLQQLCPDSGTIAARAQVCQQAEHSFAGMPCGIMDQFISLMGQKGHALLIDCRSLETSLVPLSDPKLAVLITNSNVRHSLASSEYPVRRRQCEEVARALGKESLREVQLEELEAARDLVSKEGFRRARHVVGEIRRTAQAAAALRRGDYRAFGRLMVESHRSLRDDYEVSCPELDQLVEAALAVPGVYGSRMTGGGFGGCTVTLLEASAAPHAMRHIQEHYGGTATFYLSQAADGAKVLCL
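ATP-depletion format; final 35 uM ATP, 100 uM D-galactose, 5 nM enzyme; pH 8.0 HEPES/Mg2+ buffer; 60 min RT; luminescence read 10 min after detection reagent.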
MBNL1 CUG block – inhibitors of human MBNL1 binding to CUG repeat RNA; Potency, µM (top dose mostly 57.5 µM), for inactives: top-dose activity change, negative = inhibition, hits mostly inhibitors; Q9NR56; TR-FRET MBNL1-His/biotin-(CUG)12 binding, 665/545 ratio; hit rate 0.036% among 280,000; AID 2675; active = well fitted inhibition curve with a large enough effect in the signal ratio, with a control signal flat, not every such curve was filed as active; inconclusive = small, poorly fitted or top-dose-only effect, or effect the other way, or a change in a side signal; inactive = no such curve, though single readings can be large or run the other way; the % refers to the signal ratio; also: potency is read from the fitted curve at half-maximal effect; % is scaled to controls: 0 for no effect and ±100 for the full control effect
Target sequence (Q9NR56 whole entry, looked up): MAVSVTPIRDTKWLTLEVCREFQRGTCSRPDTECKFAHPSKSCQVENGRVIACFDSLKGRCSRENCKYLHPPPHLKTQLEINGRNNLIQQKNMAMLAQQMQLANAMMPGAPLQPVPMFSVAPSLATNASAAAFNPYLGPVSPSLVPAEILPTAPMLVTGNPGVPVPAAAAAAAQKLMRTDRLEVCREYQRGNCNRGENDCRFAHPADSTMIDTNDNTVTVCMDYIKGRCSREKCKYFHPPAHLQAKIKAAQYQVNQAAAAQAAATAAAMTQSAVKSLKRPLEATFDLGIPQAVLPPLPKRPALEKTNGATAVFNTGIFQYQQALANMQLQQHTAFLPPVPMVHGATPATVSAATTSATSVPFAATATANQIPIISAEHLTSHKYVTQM
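TR-FRET between His-tagged MBNL1 and biotin-(CUG)12 RNA, detected with Tb anti-His antibody (0.055 ng/ul) and streptavidin-XL665 (5 nM), 60 min at room temperature. Compounds titrated 92 nM to 58 uM; 665/545 nm ratio normalized to buffer and complex controls.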
A-T KAP1 phos – potential ataxia-telangiectasia treatment | […] A-T fibroblasts, KAP-1 phosphorylation AlphaLISA; neocarzinostatin DNA damage 30 min before lysis | Potency, µM (titrated, usually from 57.5 µM), inactives show at the top dose activation, actives largely listed as activators | hit rate 0.19% among 320,000 | AID 485349; also: potency is read from the fitted curve at half-maximal effect; % of control where 0% means no effect; nearly all actives have a fitted effect of over 45% in size
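ATM-like activity read as KAP-1 phosphorylation via AlphaLISA donor/acceptor antibody pairs after lysis and 6 hr at 25C. Cells were ATM-null patient fibroblasts ([…], hTERT), dosed 60 min, then exposed to the DSB inducer NCS for 30 min.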
MLL CXXC-DNA inh – blocks binding of human MLL CXXC domain to DNA | Potency, µM (highest dose often 115 µM), inactives show at the top dose activity change, negative = inhibition, hits mostly inhibitors | MLL-CXXC / FITC-HOXA9 DNA fluorescence polarization | hit rate 0.037% among 290,000 | Q03164; active = well fitted inhibition curve with a large enough effect in the polarisation, with a control signal flat, not every such curve was filed as active; inconclusive = small, poorly fitted or top-dose-only effect, or effect the other way, or a change in a side signal; inactive = no such curve, though single readings can be large or run the other way; the % refers to the polarisation; also: potency is read from the fitted curve at half-maximal effect
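Steps: dispense CXXC domain solution (7 uM) → pin compounds or unlabeled HOX-A9 DNA control → 5 min ambient → add FLSN-HOX-A9 solution (50 nM) → spin → 30 min ambient → fluorescence polarization. Tris pH 7.5/NaCl/DTT/BSA buffer.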
KCNH2 3.1 inh – inhibitors of human KCNH2 3.1 potassium channel isoform. U2OS KCNH2 3.1, thallium flux FluxOr; active compounds read low. activity change, % (tested at about 1.8 µM). hit rate 0.95% among 340,000;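 active = maximum activity change below -70%; inconclusive = maximum activity change from -70% to -50%; inactive = maximum activity change above -50%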;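 also: thallium influx rate constant from kinetic fluorescence after stimulation buffer; % is scaled to controls: 0 for no effect and ±100 for the full control effect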
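We transduce U2OS cells with the mutant 3.1 virus, culture them overnight, load FluxOr with Red40 quencher for 45 min, then add stimulation buffer and read kinetically for 2 min to derive a normalized rate constant.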
KCNH2 WT inh – blocks the wildtype human KCNH2 potassium channel | hit rate 0.37% among 340,000 | U2OS, BacMam KCNH2, thallium flux FluxOr; active compounds read low | activity change, % at 1.84 µM;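 active = maximum activity change below -70%; inconclusive = maximum activity change between -70% and -50%; inactive = maximum activity change above -50%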; also: % is scaled to controls: 0 for no effect and ±100 for the full control effect
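U2OS cells were transduced with wild-type KCNH2 virus (2.03 x 10^8 / mL) for 4 h at room temperature, then cultured overnight at 37 C. Thallium flux was read with FluxOr dye. Rate constants were normalized to DMSO controls.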
S-ASM inh – inhibitors of human secretory acid sphingomyelinase; P17405; placental ASM, HMU-PC fluorogenic substrate, 60 min; hit rate 0.006% among 340,000; Potency, µM (titrated, usually from 57.5 µM), for inactives: top-dose activity change, negative = inhibition, hits mostly inhibitors; AID 504937; also: potency is read from the fitted curve at half-maximal effect
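Fluorescence read-out (Ex 386 nm, Em 447 nm) after stopping the reaction at pH 10. Enzyme: ASM from human placenta; substrate HMU-PC0, 9 uM final; 60 min, 37 °C. Compound preincubation 10 min, ambient temperature.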
An asterisk follows results filed as active; ? = inconclusive; / = not tested or not shown; [ ] = dose if it differs, or a comment. Unless noted, calls follow the shape of the dose curve; as a rule, active = well fitted curve in the direction sought with a large enough effect; inconclusive = small, poorly fitted or top-dose-only effect, or another doubt; inactive = no such curve, though single readings can be large; an effect the other way counts as inactive or inconclusive.

(1) COc1ccccc1Nc1nn2c(=O)c3ccc(C(=O)N4CCCC(C)C4)cc3nc2s1 (stereo not drawn)
(2) CCOc1ccc(NC(=O)CSc2nc(O)c(C)c(=O)n2-c2ccc(F)cc2)cc1
(3) CCCCn1c(=O)[nH]c(=O)c2c1nc(-c1ccc(-c3ccccc3)cc1)n2C
(4) CCOC(=O)C1=NN(c2ccc(OC)cc2)C2C(=O)N(c3ccccc3OC)C(=O)C12 (stereo not drawn)
(5) CC(C)Nc1ncnc2c1cnn2-c1ccc(Cl)cc1
(6) COc1ccc(CCNc2nc(=S)[nH]c3cc(OC)c(OC)cc23)cc1OC
(7) CC1=CC2=NC(=O)/C(=C/c3coc4ccc(Cl)cc4c3=O)C(=N)N2O1
(8) Cc1nccn1CCN(C)Cc1cn(Cc2ccccc2)nc1-c1ccc2c(c1)OCO2
(9) CCO/C([O-])=N/c1sn[n+](C)c1C
(10) CN1CCN(CC(=O)N(Cc2c(C#N)c3ccccc3n2C)c2ccccc2)CC1

assay / compound,1,2,3,4,5,6,7,8,9,10
TRPV1 agonist,1,-1,-2,-4,3,-1,/,1,-2,0
Coupling enz,1,6,-1,2,-5,-1,-3,0,3,2
Integrin act MD,0%,-40%,?,12%,6%,10%,-18%,-25%,3%,-29%
GALK inh,1%,0%,-1%,2%,2%,0%,-1%,-2%,-3%,0%
MBNL1 CUG block,1%,1%,1%,?,?,-4%,/,-7%,9%,9%
A-T KAP1 phos,-1%,-11%,-7%,-3%,6%,1%,-8%,-7%,8%,1%
MLL CXXC-DNA inh,-16%,0%,-11%,-18%,-4%,-2%,?,3%,45%[activator],-1%
KCNH2 3.1 inh,2,-10,4,12,19,0,1,-17,1,-3
KCNH2 WT inh,-15,-5,2,1,4,7,2,5,1,2
S-ASM inh,-22%,0%,1%[11.5 µM],-4%,-3%,-6%,7%,1%,1%,7%

(11) Cc1cc(C(=O)COC(=O)c2ccc(N)c([N+](=O)[O-])c2)c(C)n1-c1ccc2c(c1)OCO2
(12) Cc1cccc(NC(=O)CSc2ccc(-c3ccco3)nn2)c1C
(13) CCCn1c(SCC(=O)Nc2ccc(NC(C)=O)cc2)nc2c1c(=O)n(C)c(=O)n2C
(14) O=S(=O)(NCc1ccccc1Cl)c1ccc(-n2cnnn2)cc1
(15) COc1ccc(C(=O)NC(=S)N(C)C2CCCCC2)cc1
(16) Cc1ccc(C(=O)NNC(=O)COc2ccc(Cl)cc2C)o1
(17) O=C(O)c1ccc(N2C(=O)CSC2c2cccc([N+](=O)[O-])c2)cc1 (stereo not drawn)
(18) C/C=C/CSc1nc2c(c(=O)[nH]c(=O)n2C)n1CCC
(19) Clc1cccc(-c2nc(NCCN3CCOCC3)c3ccccc3n2)c1
(20) CN(C)c1nc(N)nc(CSc2ncc(Cl)cc2Cl)n1

assay / compound,11,12,13,14,15,16,17,18,19,20
TRPV1 agonist,1,4,2,-3,?,0,0,0,16,-1
Coupling enz,-3,-2,6,1,/,/,5,-1,-2,1
Integrin act MD,-12%,-11%,-23%,-32%,3%,2%,21%,-23%,0%,13%
GALK inh,-3%,0%,3%,12%,0%,/,1%,5%,-2%,-3%
MBNL1 CUG block,/,17%,-5%,2%,-1%,/,?,-16%,-5%,-3%
A-T KAP1 phos,1%,0%,-5%,-2%,2%,-1%,-2%,-3%,5%,3%
MLL CXXC-DNA inh,1%,20%,1%,3%,5%,/,1%,-1%,3%,15%
KCNH2 3.1 inh,-20,4,8,-8,-11,-5,10,9,-11,-2
KCNH2 WT inh,-11,6,7,6,-24,7,-3,-12,2,5
S-ASM inh,-7%,-5%,-2%,0%,5%,0%,1%,2%,-2%,0%

Structures listed so far with an NH in an aromatic ring:
(3) CCCCn1c(=O)[nH]c(=O)c2c1nc(-c1ccc(-c3ccccc3)cc1)n2C
(6) COc1ccc(CCNc2nc(=S)[nH]c3cc(OC)c(OC)cc23)cc1OC
(18) C/C=C/CSc1nc2c(c(=O)[nH]c(=O)n2C)n1CCC

assay / compound,3,6,18
TRPV1 agonist,-2,-1,0
Coupling enz,-1,-1,-1
Integrin act MD,?,10%,-23%
GALK inh,-1%,0%,5%
MBNL1 CUG block,1%,-4%,-16%
A-T KAP1 phos,-7%,1%,-3%
MLL CXXC-DNA inh,-11%,-2%,-1%
KCNH2 3.1 inh,4,0,9
KCNH2 WT inh,2,7,-12
S-ASM inh,1%[11.5 µM],-6%,2%

Next section.
(21) CCn1c(C(=O)NCCCN2CCc3ccccc3C2)cc2sccc21
(22) COc1ccc(N2CCN(C(CNS(=O)(=O)c3ccc4c(c3)OCCO4)c3ccco3)CC2)cc1 (stereo not drawn)
(23) CCOCCCn1c(SCC(=O)N(C)C2CCS(=O)(=O)C2)nc2ccccc2c1=O (stereo not drawn)
(24) Cc1ccc(NNC(=O)C(=O)N2CCCCC2)cc1
(25) CC1(C)SC(=S)N(/N=C/c2ccccc2)C1N(O)C(=O)Nc1ccc([N+](=O)[O-])cc1 (stereo not drawn)
(26) O=C1C2ON(c3ccccc3)C(c3ccncc3)C2C(=O)N1c1ccccc1 (stereo not drawn)
(27) O=C(O)CCc1nnc2n(Cc3ccc(F)cc3)c(=O)c3ccccc3n12
(28) C(=N\c1nccs1)/c1cccnc1
(29) Cc1cccc(OCCCC(=O)N2CCCc3ccccc32)c1C
(30) Cc1cccc(NC(=O)C23CCC(C)(C2Br)C3(C)C)c1 (stereo not drawn)

assay / compound,21,22,23,24,25,26,27,28,29,30
TRPV1 agonist,2,2,0,0,19,-2,-2,1,?,21
Coupling enz,-3,-3,/,-1,-1,4,4,2,0,-2
Integrin act MD,1%,?,18%,-16%,-37%,8%,15%,-22%,-7%,14%
GALK inh,-1%,1%,/,-1%,2%,-1%,3%,-4%,-2%,5%
MBNL1 CUG block,?,-18%,/,2%,1%,-4%,24%,15%,4%,1%
A-T KAP1 phos,-2%,4%,-1%,-1%,/,2%,-7%,4%,23%,3%
MLL CXXC-DNA inh,0%,-11%,/,-1%,13%,-5%,13%,-14%,-5%,-7%
KCNH2 3.1 inh,-36,-7,-1,3,6,-3,6,10,3,-2
KCNH2 WT inh,17,-4,-17,4,3,-9,2,-25,-15,1
S-ASM inh,5%,-9%,-2%,-3%,-17%,-1%,0%,4%,-4%,-3%

(31) O=C(c1cnn2c(C(F)(F)F)cc(-c3ccco3)nc12)N1CCCCCC1
(32) O=C(O)C/C(=C\c1ccc2c(c1)OCO2)c1nc2ccccc2s1
(33) O=C(CSc1ncn[nH]1)Nc1cccc2ccccc12
(34) O=C(NC1CC1)c1ccc2c(c1)N(Cc1ccc(Cl)cc1)CCS2
(35) Cc1ccc(C(O)(COC(=O)C(C)C)COC(=O)C(C)C)c(O)c1
(36) COC1=C(Nc2ccc(O)cc2)C(=O)c2ccccc2C1=O
(37) CC12CCC(=O)N1C(C(=O)Nc1nccs1)CS2 (stereo not drawn)
(38) Cc1cccnc1NC(=O)c1ccc(Cl)c(S(=O)(=O)N2CCCCCC2)c1
(39) COc1ccc(CN2C(=NC(=O)C3CC3)SC3CS(=O)(=O)CC32)cc1 (stereo not drawn)
(40) CCn1c(=O)n(CC)c2cc(S(=O)(=O)Nc3ccccc3C)c(C)cc21

assay / compound,31,32,33,34,35,36,37,38,39,40
TRPV1 agonist,-9,0,-1,?,0,3,-1,?,1,7
Coupling enz,0,7,-2,-1,-2,-33*,/,5,/,1
Integrin act MD,-11%,-31%,4%,0%,-50%[inhibitor],14%,1%,8%,-11%,30%
GALK inh,0%,-2%,2%,0%,0%,3%,/,-7%,-3%,0%
MBNL1 CUG block,18%,19%,1%,81%[activator],-16%,?,/,-2%,3%,-5%
A-T KAP1 phos,6%,15%,/,3%,/,-11%,2%,-11%,4%,8%
MLL CXXC-DNA inh,8%,14%,0%,0%,-10%,-4%,/,11%,7%,-4%
KCNH2 3.1 inh,6,-4,-2,-5,6,-2,-1,0,4,-3
KCNH2 WT inh,-7,4,33,26,-21,-6,0,4,0,-17
S-ASM inh,51%[activator],29%,2%,253%[activator],-1%,-4%,3%,-7%,1%,-1%

(41) O=[N+]([O-])c1ccc(COn2nnc3ccccc32)cc1
(42) CCCNC(=O)CSc1nc(COc2ccccc2)nc2ccccc12
(43) Cc1nc2ccccc2c(=O)n1NC(=O)c1ccccc1Cl
(44) CCCCC(CC)C(=O)NCc1ccccc1OC (stereo not drawn)

assay / compound,41,42,43,44
TRPV1 agonist,?,23,0,3
Coupling enz,2,1,4,-2
Integrin act MD,-4%,-9%,19%,-1%
GALK inh,7%,-2%,-2%,1%
MBNL1 CUG block,?,5%,4%,16%
A-T KAP1 phos,12%,4%[11.5 µM],-1%,15%
MLL CXXC-DNA inh,?,0%,1%,12%
KCNH2 3.1 inh,5,-7,13,12
KCNH2 WT inh,5,4,4,-11
S-ASM inh,1%,-5%,2%,-1%
